From PubChem BioAssay
E coli Lon inh: E. coli protease La inhibition; P0A9M0; purified E. coli Lon protease, fluorescence polarization; inhibition, % at 7.94 µM; 360,000 compounds, 0.42% hits; AID 602123; in the data active = inhibition above about 13%, passing the limit was not always enough;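 also: 0% = enzyme with probe and DMSO and 100% = no enzyme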
CendR NRP1 mod: NRP-1/CendR interaction modulation; O14786; FAM-RPARPAR peptide binding to NRP-1, fluorescence polarization; inhibition, % at 25 µM; 360,000 compounds, 0.85% hits; AID 602438;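 active = inhibition or corrected inhibition above about 18%, plus a signal ratio from 0.5 to 1.5, limit read from the data, passing the limit was not always enough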; also: strong numbers were not always called active
Target sequence (O14786 whole entry, looked up): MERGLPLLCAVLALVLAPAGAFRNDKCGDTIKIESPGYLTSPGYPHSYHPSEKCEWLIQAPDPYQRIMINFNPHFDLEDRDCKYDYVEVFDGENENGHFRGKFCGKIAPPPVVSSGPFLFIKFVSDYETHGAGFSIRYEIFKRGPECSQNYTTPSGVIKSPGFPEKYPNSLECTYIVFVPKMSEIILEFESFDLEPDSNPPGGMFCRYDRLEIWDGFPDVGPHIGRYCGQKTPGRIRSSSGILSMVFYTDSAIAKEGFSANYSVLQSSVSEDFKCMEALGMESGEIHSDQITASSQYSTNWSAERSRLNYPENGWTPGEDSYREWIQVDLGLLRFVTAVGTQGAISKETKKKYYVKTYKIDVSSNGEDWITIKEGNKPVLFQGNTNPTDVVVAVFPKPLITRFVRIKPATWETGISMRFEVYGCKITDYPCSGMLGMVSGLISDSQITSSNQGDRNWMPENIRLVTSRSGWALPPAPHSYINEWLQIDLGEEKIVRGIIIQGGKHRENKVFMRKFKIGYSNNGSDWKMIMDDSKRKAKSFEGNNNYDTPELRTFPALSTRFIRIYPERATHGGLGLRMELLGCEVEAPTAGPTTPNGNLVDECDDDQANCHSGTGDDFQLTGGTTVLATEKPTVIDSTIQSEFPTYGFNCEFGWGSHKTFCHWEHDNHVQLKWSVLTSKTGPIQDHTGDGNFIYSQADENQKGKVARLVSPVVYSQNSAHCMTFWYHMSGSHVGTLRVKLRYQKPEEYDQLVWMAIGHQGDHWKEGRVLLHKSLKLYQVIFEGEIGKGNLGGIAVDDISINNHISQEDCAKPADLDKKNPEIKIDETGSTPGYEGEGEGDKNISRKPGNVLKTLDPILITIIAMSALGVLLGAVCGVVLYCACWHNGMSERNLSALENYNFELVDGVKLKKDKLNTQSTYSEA
MsrA act: bovine methionine sulfoxide reductase A activation; purified bovine MsrA, absorbance read-out; activation, % at 10.6 µM; 360,000 compounds, 0.3% hits; AID 602163; in the data active = activation above about 7.5%;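 also: 0% = vehicle and 100% = reference activator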
STEP block: STEP (human) phosphatase inhibition. P54829. recombinant STEP, OMFP fluorogenic substrate, fluorescence. inhibition, % at 20 µM. 360,000 compounds, 0.25% hits. AID 588621;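 active = inhibition at 20 µM, scaled per plate between control wells, above about 37%, limit read from the data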;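 also: 0% = DMSO with enzyme and substrate and 100% = substrate only without enzyme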
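medium = Bis-Tris buffer pH 6.0, 2.5 mM DTT, 0.005% Tween 20 | test system = STEP (striatal-enriched tyrosine phosphatase) enzyme, cell-free | measure = normalized % inhibition | compound dosing = 20 µM, 1% DMSO | also added = 25 µM OMFP | schedule = reaction 20 min, ambient temperature | measured by = fluorescence read at 480 nm ex / 540 nm em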
Scp1 inh: blocks human Scp-1 phosphatase activity | inhibition, % at 20 µM | 340,000 compounds, 0.88% hits | Recombinant Scp1, phosphopeptide, malachite green phosphate absorbance;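 active = inhibition above about 50% at 20 µM, limit read from the data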;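 also: plate controls were DMSO wells with enzyme for no effect and wells lacking enzyme for full effect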
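Material – SCP-1 phosphatase catalytic domain, residues 76-261 · Buffer or medium – Acidic Tris acetate buffer with magnesium and detergent · Also added – Phospho 17-mer peptide substrate · Compound – single 20 µM dose, 1% DMSO · Times – 45 min room-temperature reaction, 5 min colour, 30 min stabiliser · Technique – Phosphate-binding colour reagent, absorbance read at 630 nm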
LMPTP block: blocks human LMPTP phosphatase; P24666; recombinant LMPTP-A, OMFP fluorogenic substrate, fluorescence intensity; inhibition, % at 20 µM; 360,000 compounds, 0.22% hits;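 active = compounds that cut the enzyme signal by at least half of the control window in the single-dose screen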;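 also: plate controls were DMSO wells with enzyme plus substrate for no effect and substrate without enzyme for full effect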
Target sequence (P24666 whole entry, looked up): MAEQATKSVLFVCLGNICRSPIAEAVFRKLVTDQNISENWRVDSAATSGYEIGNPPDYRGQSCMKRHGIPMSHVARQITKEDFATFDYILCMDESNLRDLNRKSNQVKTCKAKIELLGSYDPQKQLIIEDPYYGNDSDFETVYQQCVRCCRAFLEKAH
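Buffer or medium: Bis-Tris pH 6.0, DTT, detergent; Assay system: LMPTP-A enzyme; Quantity: 0.625 nM enzyme; Detection: endpoint fluorescence intensity; Times: 50 min dark incubation at room temperature; Controls: substrate-only low control, DMSO enzyme-plus-substrate high control; Doses: single 20 µM dose; Read-out: percent inhibition versus substrate-only and uninhibited controls; Reagent: 400 µM OMFP.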
Tb MetRS inh: blocks T. brucei methionyl-tRNA synthetase activity; purified T. brucei MetRS, ATP depletion, Kinase-Glo luminescence; inhibition, % at 11.9 µM; 360,000 compounds, 0.4% hits; AID 624268;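 active = inhibition above a per-plate cutoff of the control wells' mean inhibition plus 3 SD, cut at about 5.5% in these data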;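 also: 0% = DMSO wells median and 100% = median of wells with control inhibitor compound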
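Test system: purified T. brucei MetRS enzyme. Also added: ATP, methionine and E. coli bulk tRNA substrates. Compound: 11.9 µM single point. Schedule: 15 min enzyme-compound preincubation, 2 h reaction, 10 min detection, 25 °C. Signal: luciferase luminescence of residual ATP, Kinase-Glo. Evaluation: percent inhibition versus plate control medians. Controls: DMSO wells, low control.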
SUMO1-SIM PPI: alters human SUMO1 binding to SIM partners; P63165; SUMO1 binding to a labelled peptide, TR-FRET, 1 h; inhibition, % at 20 µM; 360,000 compounds, 0.33% hits; AID 602429; in the data active = inhibition above about 37%
DNMT1 inh: inhibitors of human DNMT1 | P26358 | inhibition (reported as % activation of signal), % at 10 µM | DNMT1 molecular beacon, Hinp1I cleavage, fluorescence | 360,000 compounds, 0.83% hits | AID 588458; in the data active = inhibition above about 50%
MsrA inhibitor: inhibitors of bovine MsrA | inhibition, % at 15.5 µM | 360,000 compounds, 0.75% hits | purified bovine MsrA, absorbance read-out; in the data active = inhibition above about 4.5%;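 also: 0% = vehicle wells with enzyme and 100% = reference inhibitor wells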
Starred values were filed as active, the others as inactive; . = not tested or not shown.

SMILES | E coli Lon inh | CendR NRP1 mod | MsrA act | STEP block | Scp1 inh | LMPTP block | Tb MetRS inh | SUMO1-SIM PPI | DNMT1 inh | MsrA inhibitor
OCCNc1nc2ccccc2nc1NCCO | -7 | 0 | -4 | -1 | -17 | -1.2 | -0.6 | 1 | 1 | 3.1
O=C(Nc1nnc(CCN2CCCCC2)s1)c1ccccc1Cl | -2 | 8 | -1 | -1 | -12 | -0.2 | 0.1 | 8 | 6 | 0.0
O=C(CN1CCN(C(c2ccccc2)c2ccccc2)CC1)N1CCOCC1 | -2 | 2 | -2 | -5 | -8 | -1.0 | 0.5 | 0 | -2 | -0.2
C/C(=N\NC(=O)c1ccccn1)c1ccc(Cl)cc1 | -6 | -5 | -9 | -4 | 0 | -1.6 | -1.1 | -8 | 5 | -0.9
Cc1noc(C)c1S(=O)(=O)NC1CCN(Cc2ccccc2)CC1 | -3 | 7 | 10* | 2 | -7 | -2.5 | -0.1 | 2 | 1 | -0.6
O=C(CSc1ncnc2ccccc12)NCCCO | -14 | 5 | -10 | -2 | -4 | -2.3 | -0.4 | -2 | 4 | -0.1
Cc1ccc(-c2noc(-c3ccccc3C(=O)NCc3ccco3)n2)cc1 | 1 | -7 | 2 | -1 | -11 | 1.9 | -0.7 | 1 | 1 | -0.3
CCOc1ccc(NC(=S)N2CCCCCC2)cc1 | 5 | -6 | -3 | -2 | 11 | -0.8 | -0.7 | 3 | -6 | 0.4
O=C(O)c1ccc(-c2ccccc2)[nH]c1=O | 3 | -10 | -3 | 0 | -11 | 27 | 0.5 | -6 | 1 | 3.3
CC(C)[C@@H](C(=O)NCc1ccco1)N1C(=O)N2CCc3c([nH]c4ccccc34)[C@@]2(C)C1=O | -4 | -4 | -1 | 1 | -7 | 0.3 | 0.0 | 1 | -1 | 1.0
CCCCn1cnc2c(SCc3cccc(F)c3)nc(N)nc21 | -3 | 9 | -1 | 1 | -8 | -0.6 | 0.6 | 10 | 0 | 0.7
Cc1ccccc1N1CCN(C2CCCN(C(=O)c3cc[n+]([O-])cc3)C2)CC1 (stereo not drawn) | -6 | 12 | -2 | 0 | -5 | -2.6 | -0.3 | -3 | 0 | -0.1
COC(=O)Cc1ccc(NC(=S)NCc2ccccc2OC)cc1 | 14 | 7 | 0 | -1 | -2 | 0.9 | -0.5 | -2 | -3 | 0.2
COc1ccccc1C(=O)NCCC(=O)NCCc1ccccc1 | 2 | 13 | 0 | -1 | -2 | -1.4 | 0.1 | -3 | -1 | -0.7
CC1(c2ccc(Cl)cc2)NC(=O)N(CC(=O)N2CCN(C(=O)c3cccs3)CC2)C1=O (stereo not drawn) | 4 | 10 | -2 | 0 | . | -1.9 | -0.4 | 3 | 4 | 0.6
Cc1cccc(CN2CCN(C3CN(Cc4cn(Cc5cccc(Cl)c5)nn4)S(=O)(=O)C3)CC2)c1 (stereo not drawn) | 0 | 23* | 1 | . | . | -1.5 | -0.7 | 1 | . | -0.3
CC(C)(C)c1ccc(-c2cc(-c3ccccc3O)[nH]n2)cc1 | -3 | -7 | -2 | 1 | -8 | 2.4 | 2.1 | 3 | -25 | 0.8
O=C(COC(=O)Cc1ccsc1)Nc1ccccc1 | -2 | -10 | 25* | -4 | -15 | -1.1 | -0.1 | 5 | 4 | 1.0
CCOc1ccc(C2C(C#N)=C(N)SC(N)=C2C#N)cc1OCC | -349 | 122 | -1 | -16 | -15 | -0.7 | -0.1 | -10 | -2 | 0.5
C/C(=C\C#N)n1nc(C)cc1N | -13 | 12 | -7 | -4 | 3 | -1.5 | -1.0 | 0 | -1 | 3.0
COc1ccccc1CCNC(=O)Nc1cccc([N+](=O)[O-])c1 | 9 | 0 | -1 | 0 | -7 | 0.3 | 2.7 | -18 | -16 | -0.6
Cc1nn(-c2ccccc2)c(C)c1NC(=O)c1ccc(S(=O)(=O)N2CCCC2)cc1 | 5 | 1 | -1 | -3 | -3 | 0.2 | -0.2 | 0 | 1 | -0.4
CCN1CCC(C(=O)NC(c2ccc(F)cc2)c2ncccc2C)CC1 (stereo not drawn) | -10 | 8 | 0 | 5 | . | -0.3 | -0.2 | -3 | 5 | 0.7
COc1cc(/C=N\NC(=O)Cn2nnc3ccccc32)cc(OC)c1OC | 0 | 7 | -2 | -4 | -4 | -2.3 | -0.3 | -8 | 1 | 1.0
Cc1cc(C=C2C(=O)c3ccccc3C2=O)c(C)n1-c1ccc(C(=O)O)cc1 | -3 | -110 | -3 | 7 | 5 | 2.8 | -0.4 | -2 | 16 | 1.5
CC(C)C(=O)N1CCCC1(C)C(=O)Nc1cccc(Oc2ccccc2)c1 (stereo not drawn) | 1 | 8 | -2 | 3 | . | -0.4 | 0.3 | 4 | 2 | 0.4
O=C1CC(NCc2ccccc2)C(=O)N1c1ccc(F)cc1 (stereo not drawn) | -5 | 14 | 0 | -1 | -6 | -0.9 | -0.1 | 3 | 2 | 1.0
OC1(c2ccc(F)cc2)CCN(Cc2cccnc2)CC1 | -2 | 14 | -1 | 2 | -7 | -0.7 | -0.2 | 7 | 4 | 0.3
CC(=O)n1cc([C@H]2C=C(C(=O)Nc3ccccc3)O[C@@H](OCCCCO)C2)c2ccccc21 | -7 | -3 | -3 | 0 | -12 | 1.5 | -0.3 | 9 | -11 | -0.3
COc1ccccc1NC(=O)c1cc(OC)c(OC)cc1[N+](=O)[O-] | -2 | 11 | -3 | -2 | -4 | -0.3 | 0.8 | -15 | 1 | 0.1

Part of the list above in another layout:
compound: Cc1cc(C=C2C(=O)c3ccccc3C2=O)c(C)n1-c1ccc(C(=O)O)cc1
  E coli Lon inh: -3
  CendR NRP1 mod: -110
  MsrA act: -3
  STEP block: 7
  Scp1 inh: 5
  LMPTP block: 2.8
  Tb MetRS inh: -0.4
  SUMO1-SIM PPI: -2
  DNMT1 inh: 16
  MsrA inhibitor: 1.5

compound: CC(C)C(=O)N1CCCC1(C)C(=O)Nc1cccc(Oc2ccccc2)c1 (stereo not drawn)
  E coli Lon inh: 1
  CendR NRP1 mod: 8
  MsrA act: -2
  STEP block: 3
  Scp1 inh: .
  LMPTP block: -0.4
  Tb MetRS inh: 0.3
  SUMO1-SIM PPI: 4
  DNMT1 inh: 2
  MsrA inhibitor: 0.4

Continued.
SMILES | E coli Lon inh | CendR NRP1 mod | MsrA act | STEP block | Scp1 inh | LMPTP block | Tb MetRS inh | SUMO1-SIM PPI | DNMT1 inh | MsrA inhibitor
CC(=O)C1(O)CCC2C3CCC4CC(=O)CCC4(C)C3C(=O)CC21C (stereo not drawn) | -3 | 6 | -3 | 1 | -3 | 0.2 | 0.2 | 3 | -2 | 0.8
O=C(C1CCN(S(=O)(=O)c2cccnc2)CC1)N1CCN(c2ccc(Cl)cc2)CC1 | 5 | -3 | -1 | 1 | -3 | -1.3 | -0.7 | -4 | -3 | -0.3
CC(=O)c1c(C)[nH]c(C(=O)OCC(=O)NCC(C)C)c1C | 8 | -6 | -3 | -2 | -4 | -1.1 | -0.4 | 0 | 0 | 0.1
O=C(CN1C(=O)NC2(CCOc3ccccc32)C1=O)Nc1ccc2c(c1)OCCO2 (stereo not drawn) | 0 | -6 | -2 | -2 | -4 | 1.0 | 0.2 | 2 | -9 | -1.5
COCCN(C)Cc1nc(C(c2ccccc2)c2ccccc2)no1 | -4 | -4 | 0 | 0 | -6 | -1.0 | -0.2 | 12 | 2 | 0.2
Cc1ccc(-c2c(CC(=O)O)c(C)nc3sc4c(c23)CCCC4)cc1 | -3 | 4 | -2 | 3 | -4 | -0.6 | 0.0 | 7 | 0 | -0.7
CCc1ccc(OCc2nnc(SCC(=O)NCc3ccco3)o2)cc1 | -9 | -6 | -3 | -3 | -5 | -3.2 | -0.5 | -1 | 0 | 1.5
COc1ccc(CN2C(=O)C(CC(=O)NCc3cccs3)CC(C(=O)N(C(C)C)C(C)C)=C2C)cc1 (stereo not drawn) | -3 | -3 | -2 | -2 | . | -1.0 | -1.1 | 1 | 5 | 0.6
CC(C)NC(=O)C(Sc1ccccc1)c1ccccc1 (stereo not drawn) | -5 | 1 | -13 | -3 | 2 | 0.5 | -0.5 | 1 | 1 | -0.7
Cc1[nH]c2c([N+](=O)[O-])cccc2c1C | -10 | -3 | -4 | -2 | -14 | -0.1 | 0.2 | -26 | 1 | -0.6
CCN1CCN(C(=O)c2nn(-c3ccc(OC)cc3)c(=O)c3c2c2ccccc2n3C)CC1 | -8 | 1 | -7 | -3 | -1 | -0.2 | -0.6 | -2 | 1 | 1.5
COCCNC(=O)CN1CCC(NC(=O)Nc2ccc(C(F)(F)F)cc2)CC1 | -7 | -5 | -3 | 0 | -5 | 0.4 | 0.4 | -1 | 4 | -0.4
Cc1ccc(S(=O)(=O)NC(C(=O)Oc2ccc3c(C)c(Cl)c(=O)oc3c2)c2ccccc2)cc1 (stereo not drawn) | -6 | -1 | -2 | 3 | -14 | 0.5 | -0.4 | -1 | -7 | 0.9
COc1ccc(C(=O)NCc2ccon2)cc1OC1CCN(C(C)C)CC1 | -5 | 6 | -1 | -3 | -3 | -0.1 | -0.2 | 4 | 2 | -0.3
Cc1noc(C)c1S(=O)(=O)Nc1ccc(C(=O)N2CCCCC2)cc1 | -2 | 9 | -2 | -7 | -3 | -2.3 | -0.5 | 2 | 2 | 0.4
N#C/C(=C\c1c[nH]c2ccccc12)C(=O)NC1CC1 | 8 | -7 | -4 | 2 | 3 | 0.3 | 0.3 | -22 | 2 | 1.2
OC1CCCN(Cc2ccc3c(c2)Cc2ccccc2-3)C1 (stereo not drawn) | 1 | 6 | -3 | 0 | -1 | -1.9 | -1.0 | 1 | -2 | 1.3
CCCCCCCCC(=O)NNC(=O)c1c(O)c2ccccc2n(CCC)c1=O | 12 | 7 | -3 | -2 | -1 | -0.7 | -0.5 | -1 | 4 | -1.0
O=C1C(=O)c2c(C(=O)c3ccccc3)coc2-c2ccccc21 | -11 | 16 | 6 | 18 | -5 | 1.9 | -0.1 | -9 | -10 | 0.5
CC(CCN1CCN=C1Nc1ccccc1)c1ccccc1 (stereo not drawn) | -2 | 8 | -8 | -2 | -3 | -0.9 | -0.5 | 1 | 4 | -0.8
CCOc1ccc(S(=O)(=O)N2CCCCC2)c2ccccc12 | 1 | -6 | -10 | 3 | -15 | 0.7 | -1.1 | -3 | 0 | -0.3
CC1CN(S(=O)(=O)c2cccc(C(F)(F)F)c2)CN1C(=O)N1CCOCC1 (stereo not drawn) | -7 | 6 | -2 | 0 | -9 | -1.4 | -1.0 | 1 | 1 | 0.9
Cc1ccc(-c2csc3nc[nH]c(=S)c23)cc1C | 4 | -2 | -9 | 2 | -5 | 2.4 | -1.0 | -5 | -2 | 1.0
COCCC(=O)N1CCC(Oc2ccc(C(=O)NCCc3ccccn3)cc2)CC1 | -14 | 0 | -5 | 0 | 3 | -1.0 | -0.5 | 1 | 0 | 0.7
